GLP-1R inv ag: inverse agonists of human GLP-1 receptor | P43220 | HEK293 GLP-1R CRE-luciferase, luminescence, 24 h; GLP-1R form is constitutively active | Potency, µM (titrated, usually from 38.3 µM), without a hit: at the top dose activity change, negative = inhibition, actives largely listed as inhibitors | 410,000 compounds, 1.6% hits; also: potency is read from the fitted curve at half-maximal effect; % is scaled to controls: 0 for no effect and ±100 for the full control effect; nearly all actives have a fitted effect of over 55% in size
Target sequence (P43220 whole entry, looked up): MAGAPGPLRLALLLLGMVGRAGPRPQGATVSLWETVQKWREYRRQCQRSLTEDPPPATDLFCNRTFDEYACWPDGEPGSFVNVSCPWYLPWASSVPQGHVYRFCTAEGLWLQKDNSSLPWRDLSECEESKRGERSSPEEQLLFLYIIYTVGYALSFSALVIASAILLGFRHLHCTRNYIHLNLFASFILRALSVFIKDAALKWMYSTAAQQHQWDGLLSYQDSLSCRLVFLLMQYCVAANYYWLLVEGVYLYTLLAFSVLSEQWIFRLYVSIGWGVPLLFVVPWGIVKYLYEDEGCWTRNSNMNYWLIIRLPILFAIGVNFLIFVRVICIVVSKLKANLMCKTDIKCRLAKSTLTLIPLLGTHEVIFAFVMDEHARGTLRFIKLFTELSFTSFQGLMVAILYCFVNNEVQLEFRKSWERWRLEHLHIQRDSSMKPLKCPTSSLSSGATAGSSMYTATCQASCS
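Using stably transfected HEK293 (constitutively active GLP-1R, cAMP-luciferase reporter), compounds were incubated 24 hr and luciferase measured by luminescence.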
Abeta rescue: A-beta toxicity reversal in yeast | AID 1347071 | Potency, µM (highest dose often 46.1 µM), without a hit: at the top dose growth rescue, usual class: activators | yeast expressing A-beta42, growth rescue, OD600, 48 h; response scale: 0% DMSO, 100% iron-clioquinol control | 410,000 compounds, 0.063% hits; also: potency is read from the fitted curve at half-maximal effect; nearly all actives have a fitted effect of over 55% in size
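Yeast A-beta toxicity model in growth medium with pinned compounds, 48 h at 30 C; growth read as absorbance at 600 nm. Normalized to FeCl3/clioquinol equimolar mix (positive) and DMSO (negative).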
HEK293 tox: cytotoxic in the GLP-1 receptor inverse agonist counter-screen | 410,000 compounds, 0.13% hits | Potency, µM (titrated, usually from 38.3 µM), inactives show at the highest dose activity change, negative = inhibition, actives largely listed as inhibitors | HEK293 cAMP-luciferase reporter cells, luminescence, 24 h | AID 624418;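 also: loss of luciferase light is scored as toxicity; potency is read from the fitted curve at half-maximal effect; % is scaled to controls: 0 for no effect and ±100 for the full control effect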
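To flag toxic compounds, the library was rerun on cells for 24 hr at 37 deg C and 5% CO2. Viability-linked luminescence was captured 12 min after adding luciferase detection reagent.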
PTHR1 ag: PTHR1 (human) receptor agonism; Potency, µM (doses to about 115 µM), for inactives: top-dose activation, usual class: activators; 410,000 compounds, 0.075% hits; Q03431; HEK293 GP2 PTHR1 cells, GloSensor cAMP luminescence, 1 h; also: potency is read from the fitted curve at half-maximal effect; nearly all actives have a fitted effect of over 55% in size; some results filed as inactive show a strong effect at the top dose; inactives centre near -15; many of its hits are not listed in these tables
Target sequence (Q03431 whole entry, looked up): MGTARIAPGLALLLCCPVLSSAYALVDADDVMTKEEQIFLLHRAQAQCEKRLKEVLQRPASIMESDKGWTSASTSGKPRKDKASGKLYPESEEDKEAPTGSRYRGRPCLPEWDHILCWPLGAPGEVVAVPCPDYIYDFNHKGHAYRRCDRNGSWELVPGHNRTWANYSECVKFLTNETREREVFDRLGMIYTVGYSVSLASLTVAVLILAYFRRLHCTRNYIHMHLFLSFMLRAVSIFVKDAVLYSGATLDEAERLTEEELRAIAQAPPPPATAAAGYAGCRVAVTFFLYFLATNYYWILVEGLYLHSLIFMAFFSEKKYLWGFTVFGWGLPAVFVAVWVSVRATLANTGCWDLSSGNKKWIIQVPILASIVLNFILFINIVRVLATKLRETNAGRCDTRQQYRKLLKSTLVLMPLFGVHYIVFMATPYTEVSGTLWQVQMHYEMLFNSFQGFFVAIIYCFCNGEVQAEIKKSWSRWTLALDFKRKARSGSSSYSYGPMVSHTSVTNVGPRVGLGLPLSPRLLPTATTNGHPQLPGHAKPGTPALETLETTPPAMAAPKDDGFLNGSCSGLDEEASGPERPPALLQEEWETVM
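HEK-293-derived GP2 cells expressing PTHR1 and a GloSensor cAMP reporter, 3,000/well, plated overnight, given luciferin plus IBMX (each 0.5 mM as added) for 1 h at 37 °C, then compound for 1 h at 37 °C. Luminescence was read after 15 min at room temperature.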
Mm-Cpn inhibitor: inhibitors of Methanococcus maripaludis chaperonin (MmCpn) | purified Mm-Cpn ATPase, ADP Transcreener TR-FRET | Potency, µM (highest dose often 76.9 µM), for inactives: at the highest dose activity, negative = inhibition, actives largely listed as inhibitors | 330,000 compounds, 0.031% hits | AID 504842; also: potency is read from the fitted curve at half-maximal effect; % is scaled to controls: 0 for no effect and ±100 for the full control effect; nearly all actives have a fitted effect of over 80% in size
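ATP (10 uM final) was added to archaeal chaperonin (25 nM final) after 10 min exposure to test compound at 37°C; after 30 min further incubation, ADP was detected by competitive TR-FRET.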
aSyn rescue: inhibitors of alpha-synuclein toxicity in yeast; Yeast expressing alpha-synuclein, growth rescue, BacTiter-Glo, 24 h; Potency, µM (series often up to 46.1 µM), for the others: at the top dose growth rescue (activation), usual class: activators; 370,000 compounds, 0.14% hits; also: potency is read from the fitted curve at half-maximal effect; % of control where 0% means no effect; nearly all actives have a fitted effect of over 65% in size
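Galactose-induced alpha-syn yeast (OD600=0.02, raffinose-pregrown) + pinned cpd, 24 hr, 30 deg C; growth by BacTiter-Glo luminescence. Growth restoration scores as activation.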
pAkt inh: blocks phosphorylation of Akt | Neuro2A IGF-stimulated pAkt S473 HTRF, 20 min; hits give low values | activity change, % for hits at 50 µM | 360,000 compounds, 0.32% hits | AID 651550; in the data active = activity change below about -80%; inconclusive = mostly about -51% to -80%; also: % is scaled to controls: 0 for no effect and ±100 for the full control effect
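Single-point screen (50 µM final compound) in Neuro2A cells stimulated 20 min with 6 nM IGF at 37 deg C. After lysis, Ser473-phosphorylated Akt read by HTRF (ex 330 nm, em 615/665 nm) as the 665/615 ratio.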
FUS suppressor: rescues growth of FUS-expressing yeast. 390,000 compounds, 0.24% hits. S. cerevisiae FUS-expressing, growth rescue, OD600, 24 h. Potency, µM (series often up to 76.6 µM), inactives show at the highest dose growth rescue (activation), usual class: activators. AID 1347120;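 also: potency is read from the fitted curve at half-maximal effect; plate controls were DMSO vehicle for no effect and reference control for full effect; nearly all actives have a fitted effect of over 55% in size; some results filed as inactive show a strong effect at the top dose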
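Read-out: OD at 600 nm after 24hr at 30C, reporting rescue of FUS-induced yeast toxicity. Cells at OD 0.005 in galactose (2%) minimal medium; compounds tested in a dilution series; CP55940 titration from 92uM final as control.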
TDP43 rescue: TDP-43 toxicity inhibition in yeast | TDP-43 expressing yeast growth rescue, BacTiter-Glo, 24 h | Potency, µM (series often up to 46.1 µM), for inactives: top-dose growth rescue (activation), usual class: activators | 410,000 compounds, 1.8% hits; also: potency is read from the fitted curve at half-maximal effect; % of control where 0% means no effect; nearly all actives have a fitted effect of over 50% in size
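Growth rescue of TDP-43-toxic yeast measured as ATP luminescence (BacTiter-Glo). Cells grown to mid-log in raffinose, induced in galactose at OD600=0.02, exposed to compound 24 hr at 30 deg C.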
The depositor's hits bear a star; [ ] = dose if it differs, or a comment. Unless noted, calls follow the shape of the dose curve; as a rule, active = well fitted curve in the direction sought with a large enough effect; inconclusive = small, poorly fitted or top-dose-only effect, or another doubt; inactive = no such curve, though single readings can be large; an effect the other way counts as inactive or inconclusive.

What do the screens show for `CCCCCCOc1cccc(N)c1`?
GLP-1R inv ag: -1%; Abeta rescue: 16%; HEK293 tox: -10%; PTHR1 ag: -34%; Mm-Cpn inhibitor: 0%; aSyn rescue: 8%; pAkt inh: inactive; FUS suppressor: 4%; TDP43 rescue: 3%

How did Cc1cc(C(=O)CCC(=O)N(C)CC(=O)Nc2c(Cl)cccc2Cl)c(C)s1 do in these assays?
GLP-1R inv ag: -6%; Abeta rescue: -5%; HEK293 tox: -14%; PTHR1 ag: inactive; Mm-Cpn inhibitor: -2%; aSyn rescue: 3%; pAkt inh: inactive; FUS suppressor: 19%; TDP43 rescue: 20%

Results for CCC(=O)Nc1ccc(F)c(Cl)c1 ?
GLP-1R inv ag: 6%; Abeta rescue: 12%; HEK293 tox: -13%; PTHR1 ag: -20%[57.5 µM]; Mm-Cpn inhibitor: 1%; aSyn rescue: -6%; pAkt inh: inactive; FUS suppressor: -23%; TDP43 rescue: -4%

What do the screens show for `COc1ccc(-c2noc(CCC(=O)N3CCN(c4cccc(F)c4)CC3)n2)cc1`?
GLP-1R inv ag: 13%; Abeta rescue: 5%; HEK293 tox: -3%; PTHR1 ag: -43%[inhibitor]; Mm-Cpn inhibitor: 1%; aSyn rescue: -5%; pAkt inh: inactive; FUS suppressor: -7%; TDP43 rescue: 21%

How did CCOc1ccc(NS(=O)(=O)c2ccc(C(=O)NCCCN3CCCC3=O)cc2)cc1 do in these assays?
GLP-1R inv ag: 11%; Abeta rescue: 8%; HEK293 tox: -9%; PTHR1 ag: -17%; Mm-Cpn inhibitor: -1%; aSyn rescue: -3%; pAkt inh: inactive; FUS suppressor: 18%; TDP43 rescue: 9%

Results for Cc1cccc(NS(=O)(=O)c2ccc(C)c(C(=O)NCc3cccnc3)c2)c1 ?
GLP-1R inv ag: -16%; Abeta rescue: 8%; HEK293 tox: -10%; PTHR1 ag: inactive; Mm-Cpn inhibitor: inconclusive; aSyn rescue: 3%; pAkt inh: inactive; TDP43 rescue: 22%

Results for O=C(CCCn1c(SCc2cc(=O)n3cc(Cl)ccc3n2)nc2ccccc2c1=O)NCC1CCCO1 (stereo not given) ?
GLP-1R inv ag: 33%[activator]; Abeta rescue: 27%; HEK293 tox: 1%; PTHR1 ag: inactive; Mm-Cpn inhibitor: 0%; aSyn rescue: 0%; pAkt inh: inactive; FUS suppressor: -21%; TDP43 rescue: 5%

What do the screens show for `CCOC(=O)C(NC(C)=O)(NS(=O)(=O)c1ccccc1)C(F)(F)F` (stereo not given)?
GLP-1R inv ag: 3%; Abeta rescue: 16%; HEK293 tox: 64%[activator]; PTHR1 ag: 28%[57.5 µM]; Mm-Cpn inhibitor: 0%; aSyn rescue: -10%; pAkt inh: inactive; FUS suppressor: 34%; TDP43 rescue: -1%

How did C=CCOc1ccccc1CNc1ccccc1C do in these assays?
GLP-1R inv ag: -6%; Abeta rescue: -13%; HEK293 tox: -14%; PTHR1 ag: -10%; Mm-Cpn inhibitor: -1%; aSyn rescue: -11%; pAkt inh: inactive; FUS suppressor: 14%; TDP43 rescue: -9%

Results for CCOc1ccccc1C(=O)Nc1ccc(S(=O)(=O)N2CCN(C)CC2)cc1 ?
GLP-1R inv ag: 10%; Abeta rescue: 9%; HEK293 tox: 4%; PTHR1 ag: -8%; Mm-Cpn inhibitor: -2%; aSyn rescue: 6%; pAkt inh: inactive; FUS suppressor: -16%; TDP43 rescue: 17%

How did COC(=O)c1nn(-c2ccccc2)c(Sc2ccc(Cl)cc2)c1/C=N/O do in these assays?
GLP-1R inv ag: inconclusive; Abeta rescue: 24%; HEK293 tox: -11%; PTHR1 ag: -11%[57.5 µM]; Mm-Cpn inhibitor: 0%; aSyn rescue: 11%; pAkt inh: inactive; FUS suppressor: -3%; TDP43 rescue: 2%

How did CCOC(=O)c1cc(-c2ccc(OC)cc2)n(CCC(=O)NCCc2ccc(OCC)c(OCC)c2)c1C do in these assays?
GLP-1R inv ag: 2%; Abeta rescue: -1%; HEK293 tox: 3%; PTHR1 ag: -7%; FUS suppressor: 30%; TDP43 rescue: 26%

What do the screens show for `Cc1oc2ccc(OC(C(=O)O)c3ccccc3)cc2c1C(=O)O` (stereo not given)?
GLP-1R inv ag: 5%; Abeta rescue: -16%; HEK293 tox: -4%; PTHR1 ag: -3%; Mm-Cpn inhibitor: -5%; aSyn rescue: 0%; pAkt inh: inactive; FUS suppressor: 21%; TDP43 rescue: -1%

How did Cc1ccc(-c2cnc(SCCNC(=O)c3ccco3)[nH]2)cc1 do in these assays?
GLP-1R inv ag: -3%; Abeta rescue: 2%; HEK293 tox: -3%; PTHR1 ag: -15%; Mm-Cpn inhibitor: -1%; aSyn rescue: -1%; pAkt inh: inactive; FUS suppressor: 9%; TDP43 rescue: 3%

How did CC(C)(C)n1nnnc1C(c1cccc(C#N)c1)N1CCC(Cc2ccccc2)CC1 (stereo not given) do in these assays?
GLP-1R inv ag: 0%; Abeta rescue: 3%; HEK293 tox: -25%; PTHR1 ag: -9%[57.5 µM]; Mm-Cpn inhibitor: 3%; aSyn rescue: 8%; pAkt inh: inactive; FUS suppressor: 3%; TDP43 rescue: -22%

How did CCn1nc(C)c2c(-c3ccccc3)cc(=O)n(C(C)C(=O)NCCc3ccc(OC)c(OC)c3)c21 (stereo not given) do in these assays?
GLP-1R inv ag: -27%; Abeta rescue: -15%; HEK293 tox: -2%; PTHR1 ag: inactive; FUS suppressor: 40%; TDP43 rescue: 16µM*

What do the screens show for `CC1=NNC(=O)C1CCC(=O)N/N=C/c1ccc(C)cc1` (stereo not given)?
GLP-1R inv ag: 27%; Abeta rescue: -9%; HEK293 tox: -11%; PTHR1 ag: inactive; Mm-Cpn inhibitor: -1%; aSyn rescue: -3%; pAkt inh: inactive; FUS suppressor: 14%; TDP43 rescue: -6%

How did Cc1ccc(NS(=O)(=O)c2cccc3nsnc23)cc1C do in these assays?
GLP-1R inv ag: -2%; Abeta rescue: -23%; HEK293 tox: 12%; PTHR1 ag: inactive; Mm-Cpn inhibitor: -1%; aSyn rescue: 19%; pAkt inh: inactive; FUS suppressor: 21%; TDP43 rescue: inconclusive

Results for O=C(NC(Cc1ccccc1)C(=O)N1CCCC1C(=O)O)c1ccccc1 (stereo not given) ?
GLP-1R inv ag: 1%; Abeta rescue: 12%; HEK293 tox: -14%; PTHR1 ag: inconclusive; Mm-Cpn inhibitor: inconclusive; aSyn rescue: 1%; pAkt inh: inactive; FUS suppressor: 10%; TDP43 rescue: 4%

Results for CCC(C)NS(=O)(=O)c1ccc(OCC(=O)NCC2CCCO2)cc1 (stereo not given) ?
GLP-1R inv ag: -13%; Abeta rescue: 2%; HEK293 tox: 3%; PTHR1 ag: -20%[57.5 µM]; Mm-Cpn inhibitor: 1%; aSyn rescue: -2%; pAkt inh: inactive; FUS suppressor: -5%; TDP43 rescue: -5%

What do the screens show for `CC(C)NCC(=O)C12CC3CC(CC(C3)C1)C2`?
GLP-1R inv ag: -10%; Abeta rescue: 14%; HEK293 tox: -4%; PTHR1 ag: inactive; Mm-Cpn inhibitor: 3%; aSyn rescue: 0%; pAkt inh: inactive; FUS suppressor: 4%; TDP43 rescue: 14%

What do the screens show for `COc1ccc(OC)c(C2/C(=C(/O)c3ccccc3)C(=O)C(=O)N2Cc2ccco2)c1` (stereo not given)?
GLP-1R inv ag: -4%; Abeta rescue: -29%; HEK293 tox: 4%; PTHR1 ag: inactive; Mm-Cpn inhibitor: -1%; aSyn rescue: 0%; pAkt inh: inactive; FUS suppressor: 10%; TDP43 rescue: -9%

Results for CCOc1cc(C(=O)O/N=C(\N)c2ccc([N+](=O)[O-])cc2)cc(OCC)c1OCC ?
GLP-1R inv ag: 0%; Abeta rescue: -3%; HEK293 tox: 3%; PTHR1 ag: -5%[57.5 µM]; Mm-Cpn inhibitor: 1%; aSyn rescue: 0%; pAkt inh: inactive; FUS suppressor: 16%; TDP43 rescue: 19%

Results for CCCCNCCCOc1cccc(Cl)c1Cl ?
GLP-1R inv ag: 7.9µM*; Abeta rescue: -3%; HEK293 tox: inconclusive; PTHR1 ag: inactive; Mm-Cpn inhibitor: 3%; aSyn rescue: 1%; pAkt inh: inactive; FUS suppressor: 29%; TDP43 rescue: -14%

Results for O=C(O)c1cccc2c1C(=O)N(Cc1ccncc1)C2 ?
GLP-1R inv ag: -6%; Abeta rescue: -13%; HEK293 tox: -10%; PTHR1 ag: 11%; Mm-Cpn inhibitor: 1%; aSyn rescue: -13%; pAkt inh: inactive; FUS suppressor: 13%; TDP43 rescue: 13%

Results for CCOc1ccccc1NC(=O)CCCc1nc(-c2ccccc2Cl)no1 ?
GLP-1R inv ag: inconclusive; Abeta rescue: -3%; HEK293 tox: 14%; PTHR1 ag: -8%; FUS suppressor: 27%; TDP43 rescue: inconclusive

High-throughput results: PubChem, National Center for Advancing Translational Sciences (NCATS)

Only part of the results is shown; rates above refer to the full screens.
